LmPK inh: inhibitors of Leishmania mexicana pyruvate kinase | Potency, µM (highest dose often 57.5 µM), inactives show top-dose activity change, negative = inhibition, usual class: inhibitors | hit rate 0.37% among 290,000 | purified LmPK, Kinase-Glo ATP luminescence, 1 h | Q27686 | AID 1721; note: potency is the fitted concentration of half-maximal effect; % is set by controls: 0 for no effect and ±100 for the full control effect
Target sequence (Q27686 whole entry, looked up): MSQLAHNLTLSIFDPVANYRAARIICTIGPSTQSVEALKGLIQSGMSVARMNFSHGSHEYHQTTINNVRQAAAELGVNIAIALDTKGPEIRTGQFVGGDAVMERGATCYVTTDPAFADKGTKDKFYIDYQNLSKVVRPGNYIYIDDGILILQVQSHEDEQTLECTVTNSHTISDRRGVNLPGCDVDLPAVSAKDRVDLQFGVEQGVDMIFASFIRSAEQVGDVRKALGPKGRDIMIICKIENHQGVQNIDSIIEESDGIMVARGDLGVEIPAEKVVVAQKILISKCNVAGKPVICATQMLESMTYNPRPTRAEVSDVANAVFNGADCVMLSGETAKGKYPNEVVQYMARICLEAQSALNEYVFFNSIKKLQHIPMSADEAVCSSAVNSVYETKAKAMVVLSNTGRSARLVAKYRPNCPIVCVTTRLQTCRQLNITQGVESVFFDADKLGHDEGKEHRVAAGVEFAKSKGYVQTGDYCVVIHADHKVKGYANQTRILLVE
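Purified LmPK (0.1 nM) converted ADP (0.1 mM) to ATP with PEP (0.5 mM) in imidazole buffer pH 7.2 with KCl and MgCl2, 1 h at room temperature. ATP was read by Kinase-Glo luminescence; data normalized to uninhibited and no-enzyme controls.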
Shiga toxin inh: blocks Shiga toxin action in Vero cells | AID 2315 | hit rate 9.2% among 290,000 | inhibition, % at 38.7 µM | Vero cells, Shiga toxin protein synthesis inhibition reporter; in the data active = inhibition mostly above about 28%, no sharp cut-off; inactive = mostly below about 43%; note: 0% is about no effect
Pf growth 48h: inhibits P. falciparum growth in the first generation, 48 h; P. falciparum luciferase growth in erythrocytes, 48 h; Potency, µM (series often up to 28.7 µM), for inactives: top-dose activity change, negative = inhibition, actives largely listed as inhibitors; hit rate 5.9% among 310,000; note: potency is the fitted concentration of half-maximal effect; % is set by controls: 0 for no effect and ±100 for the full control effect
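Compounds are pin-transferred into medium, infected erythrocytes (2% hematocrit, 0.1% parasitemia final) are added, and plates sit one parasite generation at 37 C in 5% CO2. Detection reagent is then added and luminescence measured.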
Tb PYK inh: inhibitors of Trypanosoma brucei pyruvate kinase | Q57TT1 | hit rate 0.12% among 410,000 | Potency, µM (doses to about 76.8 µM), inactives show at the highest dose activity, negative = inhibition, usual class: inhibitors | TbPYK enzyme, Kinase-Glo Plus ATP luminescence, 45 min; note: potency is the fitted concentration of half-maximal effect; % is set by controls: 0 for no effect and ±100 for the full control effect; nearly all actives have a fitted effect of over 50% in size
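Readout: single end-point luminescence (Kinase-Glo Plus, 10 min). Reaction conditions were TbPYK/substrate plus 130 uM ADP, 45 min at RT, pH 7.2 TEA buffer. No-enzyme wells served as controls, and data were normalized before concentration-response fitting.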
Cycloheximide cs: affects cycloheximide protein synthesis inhibition readout, counter-screen; max response, %; hit rate 12% among 300,000; cell reporter, cycloheximide protein synthesis inhibition counterscreen; in the data active = max response mostly above about 13%, no sharp cut-off; inactive = mostly below about 14%; note: read at 38.3 µM for the half of the compounds with a filed dose; 0% is about no effect
AMA1-RON2 inh: disrupts binding of P. falciparum AMA1 to RON2. AlphaScreen AMA1-biotinylated RON2 peptide binding. Potency, µM (highest dose often 58.2 µM), without a hit: at the top dose activity change, negative = inhibition, most hits filed as inhibitors. hit rate 0.2% among 360,000;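 note: potency is the fitted concentration of half-maximal effect; 0% = vehicle wells and -100% = peptide control; nearly all actives have a fitted effect of over 45% in size; some results filed as inactive show a strong effect at the top dose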
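AMA1 (3D7) with his tag at 25 nM final met compounds first, then biotinylated RON2 peptide at 25 nM; detection used donor plus acceptor beads, 10 µg/mL apiece, read by AlphaScreen after 30 min at room temperature.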
Pf growth 96h: P. falciparum growth inhibition at 96 hours | P. falciparum luciferase reporter growth, 96 h | Potency, µM (titrated, usually from 28.7 µM), inactives show at the top dose activity change, negative = inhibition, actives largely listed as inhibitors | hit rate 6.9% among 320,000 | AID 504834; note: potency is the fitted concentration of half-maximal effect; % is set by controls: 0 for no effect and ±100 for the full control effect
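P. falciparum expressing integrated firefly luciferase grown in erythrocytes (2% hematocrit, 0.05% parasitemia final) with compounds for 96 hours at 37 C, 5% CO2. Growth inhibition read as loss of luminescence after adding luciferase detection reagent.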
Active calls of the source: *; ? = inconclusive; / = no result given; & = joins results of further samples; [ ] = remark or other dose. Unless noted, calls come from the whole dose curve; as a rule, active = well fitted curve in the direction sought with a large enough effect; inconclusive = small, poorly fitted or top-dose-only effect, or another doubt; inactive = no such curve, though single readings can be large; an effect the other way counts as inactive or inconclusive.

SMILES	LmPK inh	Shiga toxin inh	Pf growth 48h	Tb PYK inh	Cycloheximide cs	AMA1-RON2 inh	Pf growth 96h
Cc1ccc(NC(=S)NCCc2c[nH]c3ccccc23)c(C)c1	3%	28	?	5%	6	22%	?
COc1ccc(C2=NOC(C(=O)Nc3cccc(O)c3)C2)cc1 (centres undefined)	6%	4	23%	-2%	11	-2%	5.2µM*
COc1ccc(NC(=O)C2(S(=O)(=O)c3ccc(C)cc3)CC2)cc1OC	2%	30	20%	0%	-2	-15%	60%[activator]
CC12CCC(C(=O)Nc3ccccc3N3CCOCC3)(CC1=O)C2(C)C (centres undefined)	6%	3	0%	-2%	4	14%	-4%
Cc1ccc(C(=O)CCC(=O)Nc2ccccc2C)cc1C	-1%	15	26%	-1%	10	-7%	0%
CCn1c(=O)cc(SCC(=O)NCCN2CCN(Cc3ccccc3)CC2)c2ccccc21	-2%	5	?	-2%	13	-9%	7%
O=C1CS/C(=N/N=C/c2c[nH]c3ccccc23)N1	6%	-1	?	6%	3	12%	-19%
Cc1cccc(C(=O)NNC(=O)c2ccc(O)cc2)c1	-13%	-12	11%	6%	-2	11%	-13%
O=C(c1ccc(C(F)(F)F)cc1)C1CCCN(C(=O)c2csnn2)C1 (centres undefined)	2%	-1	-7%	7%	2	1%	?
COc1ccccc1NC(=O)CSc1nnc(C2CCCCC2)n1C	0%	-22	?	-8%	18	36%[activator]	/
[O-]c1c[n+](-c2ccc(-[n+]3cc([O-])on3)cc2)no1	-3%	40	6%	-4%	21*	2%	-1%
Cc1ccc(OCCCCNC(C)c2ccccc2)c(C)c1 (centres undefined)	-1%	/	?	0%	-5	-11%	?
CC(=O)Nc1ccc(N2C(=O)c3cccc(NC(C)=O)c3C2=O)cc1	-1%	-3	6%	1%	-5	-8%	5%
O=C(Cn1cnc2ccccc2c1=O)Nc1nnc(SCc2ccc(Cl)cc2)s1	3%	-3	2%	-4%	-2	-5%	-10%
CS(=O)(=O)N(CC(=O)N1CCN(Cc2ccccc2)CC1)c1ccc(F)cc1	0%	-9	21%	1%	1	-3%	?
CCNc1nc(NCC)nc(Oc2ccc(N)cc2)n1	6%	35	-5%	2%	6	-1%	/
O=C(NCc1nc2ccccc2[nH]1)C1=C[C@@H](c2csc3ccccc23)C[C@@H](OCc2ccc(CO)cc2)O1	7%	4	?	2%	3	63%[activator]	3.3µM*
CCOC(=O)c1ccc(NC(=S)N2CCSC2c2c(F)cc(F)cc2F)cc1 (centres undefined)	-4%	8	?	-3%	7	-2%	-20%
CCCCN(C)CC(O)Cn1cc(/C=C/C(=O)c2ccc(OCC)cc2)c2ccccc21 (centres undefined)	-1%	0	5.2µM*	4%	13	/	?
Cc1sc2ncnc(-n3nnc4ccccc43)c2c1C	2%	18	-2%	2%	-1	6%	0%
CCOC(=O)CNC(=O)c1ccc(Cl)s1	8%	24	0%	1%	4	-4%	?
COc1cc(C(=O)NCc2ccco2)c(Br)c(OC)c1OC	0%	-14	52%[activator]	2%	-4	-2%	43%[activator]
CN(c1ccccc1)S(=O)(=O)c1cccc(NC(=O)c2cc3ccccc3oc2=O)c1	-3%	66*	12%	-1%	61*	-9%	?
COCCN1CSC(=S)N(Cc2ccco2)C1	1%	-6	-22%	?	-3	25%	/
Cc1cccc(-c2nc(CS(=O)CC(=O)NCCc3ccc(Cl)cc3)c(C)o2)c1 (centres undefined)	-1%	7	14%	4%	-6	5%	21%
SMILES	LmPK inh	Shiga toxin inh	Pf growth 48h	Tb PYK inh	Cycloheximide cs	AMA1-RON2 inh	Pf growth 96h
O=C(O)C1CCCN(S(=O)(=O)c2ccc(-c3ccc(=O)[nH]n3)s2)C1 (centres undefined)	-5%	-6	10%	2%	-1	-6%	?
COc1ccc(S(=O)(=O)Oc2ccccc2C(N)=O)cc1	/	/	20%	-4%	/	-5%	-5%
NC(=O)CSc1nnc(Cc2csc(Nc3ccccc3)n2)n1Cc1ccccc1	4%	-13	?	-20%	-5	1%	/
O=C(/C=C/c1ccccc1)c1ccccn1	14µM*	84*	40%[activator]	?	38*	7%	?
O=C(CSc1ccc(F)cc1)Nc1ccccc1N1CCOCC1	-6%	-3	-10%	0%	-7	-1%	?
O=C(N/N=C/c1ccoc1)c1ccc(Cl)cc1	-16%	-14	2.6µM*	6%	-3	-3%	?
N#Cc1cc2c(nc1SCc1cccnc1)CCCC2	21%	20	-16%	?	8	32%[activator]	?
CCOc1ccc(/C=N/NC(=S)NC2CC3CC2C2C=CCC32)cc1 (centres undefined)	12%	10	4.1µM*	0%	4	45%[activator]	0.66µM*
COc1ccc(N=C2SCC(c3ccc([N+](=O)[O-])cc3)=NN2CCO)cc1	0%	-6	?	-1%	-1	-26%	58%[activator]
O=C(NCc1ccco1)c1cccc(NS(=O)(=O)c2cccc(F)c2)c1	-1%	-10	0%	2%	-5	-4%	23%
Cc1ccnc(SC2CC(=O)N(c3ccc(Br)cc3)C2=O)n1 (centres undefined)	-1%	17	-28%	1%	-2	18%	5%
COc1ccc(/C(C)=N/NC(=O)c2nnn(-c3nonc3N)c2-c2cccs2)cc1OC	7%	16	-6%	-4%	1	6%	-14%
CC(=O)Nc1sc2c(c1C(c1ccncc1)N1CCOCC1)CCCC2 (centres undefined)	6%	-5	4.7µM*	3%	1	11%	8.3µM*
Cc1ccccc1SCC(=O)Nc1cc(C(F)(F)F)ccc1N1CCOCC1	/	/	2.1µM*	-7%	/	-1%	4.7µM*
CCc1ccccc1NC(=O)NC1CCCCC1	-11%	13	/	10%	14*	0%	?
COc1ccc(C(=O)OCCN2CCOCC2)cc1	2%	44*	29%	-1%	25*	0%	14%
O=C(c1ccc(Br)cc1)N(Cc1nc2ccccc2c(=O)[nH]1)C1CCCC1	10%	-3	?	-2%	1	-7%	-1%
Cc1cccc(-c2nc(CS(=O)CC(=O)NC3CCCC(C)C3C)c(C)o2)c1 (centres undefined)	-1%	12	41%[activator]	3%	5	12%	51%[activator]
CC(=O)NC(Cc1ccccc1C)C(=O)NC1CCN(c2nnnn2-c2ccccc2)CC1 (centres undefined)	-5%	2	?	-3%	7	9%	?
COc1ccc(OCC#CCN2CCC(C)CC2)cc1	-1%	30	8%	10%	8	-21%	?
CSc1ccccc1NC(=O)N1CCC(CO)(CC2CCCCO2)CC1 (centres undefined)	1%	-3	3%	-8%	-3	-8%	4%
COc1ccc(N=CC2=C(O)c3ccccc3C2=O)cc1	3.2µM*	107*	214%[activator]	-20%	24*	16%	/
O=C(NNC(=O)C1CC(c2cccs2)=NO1)Nc1ccc(Cl)cc1 (centres undefined)	1%	3	-11%	-7%	-3	75%[activator]	-2%
O=C(CN1C(=O)NC2(CCCc3ccccc32)C1=O)N1CCCCC1 (centres undefined)	/	/	53%[activator]	-5%	/	17%	30%
Cc1cccc(NCC(=O)N/N=C/c2cccc(Br)c2)c1	0%	9	38%[activator]	1%	24	-2%	-2%
SMILES	LmPK inh	Shiga toxin inh	Pf growth 48h	Tb PYK inh	Cycloheximide cs	AMA1-RON2 inh	Pf growth 96h
Cc1cccc(C)c1NC(=O)CN(C)CC(=O)Nc1sc2c(c1C(N)=O)CCC2	/	/	?	10%	/	42%[activator]	-4%
COc1ccccc1N1CCN(CC(=O)c2c(N)n(C)c(=O)n(C)c2=O)CC1	6%	-9	10%	1%	-1	0%	30%
CCS(=O)(=O)Nc1cccc(-c2cn3c(n2)SCC3)c1	2%	18	14%	-2%	-4	-3%	25%
Cc1ccc(S(=O)(=O)N2CCN(C(=O)COC(=O)CNC(=O)c3ccccc3)CC2)c(C)c1	/	/	0%	-1%	/	-12%	0%
CCCCN(C(=O)CCCc1nc2ccccc2c(=O)[nH]1)c1c(N)n(CCCC)c(=O)[nH]c1=O	-3%	-1	-11%	4%	-4	-11%	2%
O=C(COC(=O)/C=C/c1ccc(F)cc1)Nc1nnc(-c2ccccc2)o1	/	/	5%	-4%	/	84%[activator]	-12%
O=C(Cc1ccccc1)OCC(=O)N1CCN(S(=O)(=O)c2ccc(Cl)cc2)CC1	/	/	-12%	2%	/	-21%	68%[activator]
CCCCCNC(=O)CSC1=N/C(=C\c2ccc(Cl)c(Cl)c2)C(=O)N1CC	2%	-10	/	5%	-2	-2%	-7%
Cc1c(Br)c([N+](=O)[O-])nn1CC(=O)N1CCc2ccccc2C1	1%	-1	-1%	-1%	-3	-7%	-7%
Cc1ccc(Cn2c(SCCN3CCOCC3)nc3c2c(=O)n(C)c(=O)n3C)cc1	6%	-31	?	1%	-3	-11%	226%[activator]
CC(NS(=O)(=O)/C=C/c1ccccc1)C(=O)O (centres undefined)	1%[11.5 µM]	-11	-4%	0%	-1	-2%	20%
Cc1noc(C)c1C(=O)N1CCCC(C(=O)c2cccc(OC(C)C)c2)C1 (centres undefined)	2%	-6	-12%	2%	-2	-6%	15%
Cc1ccc(S(=O)(=O)N2CCN(C(=O)CN3C(=O)NC4(CCOc5ccccc54)C3=O)CC2)cc1 (centres undefined)	3%	-16	-14%	0%	-1	5%	11%
CN(C)CCn1c(C(=O)Nc2ccccc2)cc2ccccc21	-5%	-18	-15%	1%	-8	4%	1%
CCCCC(=O)Nc1cccc(-c2nc3ncccc3o2)c1C	3%	43	21%	10%&-2%	15*	13%	-17%
Cc1cc(C)nc(/N=C(/NC(=O)Nc2cccc(Cl)c2)Nc2ccccc2)n1	-3%	-2	19%	-5%	1	8%	?
CC1CCN(C(=O)CCCOc2ccc(Cl)cc2)CC1	-1%	55*	83%[activator]	-2%	33*	-6%	345%[activator]
CC(=O)c1cccc(OCc2cc(C(=O)N3CCSCC3)no2)c1	-6%	150*	63%[activator]	-2%	48*	0%	?
CCc1ccc(N(CC(=O)NC)S(C)(=O)=O)cc1	-7%	-3	-1%	0%	-5	-4%	/
O=C(CSc1nccn1Cc1ccco1)Nc1ccc(F)cc1	-5%	27	11%	-2%&-10%	20	-3%	-28%
Cc1ccc(Cl)cc1NC(=O)N(C)CCO	5%	1	7%	1%	-3	0%	60%[activator]
COc1ccc(-c2cc3nc(C)c(CCC(=O)NC(C)CCc4ccco4)c(C)n3n2)c(OC)c1 (centres undefined)	21%	45	/	0%	9	-10%	-15%
O=[N+]([O-])c1cc(/C=N/O)ccc1Oc1ccccc1Cl	-4%	50*	95%[activator]	3%	53*	-14%	-9%
Cc1cc([N+](=O)[O-])nn1CC(=O)NCc1ccccc1	2%	15	1%	-1%	-2	-2%	41%[activator]
C[N+]1=C(/C=C/Nc2ccccc2Cl)C(C)(C)c2ccccc21	-3%	-8	12µM*	-13%	-4	-32%	?

3 compounds out of the list, ordered by SMILES length, largest number first.
SMILES	LmPK inh	Shiga toxin inh	Pf growth 48h	Tb PYK inh	Cycloheximide cs	AMA1-RON2 inh	Pf growth 96h
O=C(COC(=O)/C=C/c1ccc(F)cc1)Nc1nnc(-c2ccccc2)o1	/	/	5%	-4%	/	84%[activator]	-12%
O=[N+]([O-])c1cc(/C=N/O)ccc1Oc1ccccc1Cl	-4%	50*	95%[activator]	3%	53*	-14%	-9%
CN(C)CCn1c(C(=O)Nc2ccccc2)cc2ccccc21	-5%	-18	-15%	1%	-8	4%	1%

Bioassay records deposited in PubChem by National Center for Advancing Translational Sciences (NCATS).
